TRHR agonist: qHTS for Small Molecule Agonists and Allosteric Enhancers of Human TRH Receptor: Primary Screen for Agonists. TRHR cells, calcium flux fluo-8, FDSS agonist mode. activation, % at 2 µM. actives 0.18% (n = 360,000); also: 0% is about no effect
Target sequence (P34981 whole entry, looked up): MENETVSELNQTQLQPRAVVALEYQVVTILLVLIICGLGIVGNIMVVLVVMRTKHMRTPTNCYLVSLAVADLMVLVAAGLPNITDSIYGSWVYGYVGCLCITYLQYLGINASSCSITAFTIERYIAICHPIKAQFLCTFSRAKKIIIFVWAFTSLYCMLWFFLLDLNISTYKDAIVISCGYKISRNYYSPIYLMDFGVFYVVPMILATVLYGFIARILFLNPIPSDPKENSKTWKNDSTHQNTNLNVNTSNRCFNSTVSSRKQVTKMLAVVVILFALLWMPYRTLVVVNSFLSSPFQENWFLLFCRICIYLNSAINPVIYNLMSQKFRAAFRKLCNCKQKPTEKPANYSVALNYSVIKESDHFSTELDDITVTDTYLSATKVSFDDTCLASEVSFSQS
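Steps: seed TRHR cells overnight; add fluo-8 no-wash Ca dye, RT 30 min–1.5 h; record 10 s baseline; pin-transfer compounds; monitor fluorescence 1 cycle/s for the agonist window. Calcium increases flag candidate agonists.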
D1 ag: Allosteric Agonists of the Human D1 Dopamine Receptor: qHTS; D(1A) dopamine receptor (Homo sapiens), P21728; HEK293 T-REx D1 cells, calcium flux, agonist mode; activation, % at 2 µM; actives 1% (n = 360,000); AID 504660, 2011; also: 0% is about no effect
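Tetracycline-induced HEK293 TREx D1 cells, force-coupled to calcium signalling, were dye-loaded with a no-wash calcium kit. Compound was pin-added after a 10 s baseline. Fluorescence was read kinetically at 1 cycle/s for 180 s, with calcium rises flagged as agonism.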
D1 PAM: Potentiators of Human D1 Dopamine Receptor: qHTS. D(1A) dopamine receptor (Homo sapiens), P21728. HEK293 TREx D1 cells, calcium flux, dopamine EC20 potentiation. potentiation, % at 10 µM. actives 0.036% (n = 360,000). AID 504651, 2011; in the data active = potentiation above about 30%; also: 0% is about no effect
RXFP1 antagonist: qHTS Assay for Antagonists of the Relaxin Receptor RXFP1; Relaxin receptor 1 (Homo sapiens), Q9HBX9; HEK293-RXFP1, relaxin-stimulated cAMP HTRF, 30 min; hits give low values; activity change, negative = inhibition, % at 57.5 µM; actives 0.59% (n = 350,000); AID 1259400, 2018;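 active = activity change of -60% or lower, but not beyond a set lower limit; inconclusive = change between -60% and -40%, or beyond the set limit; inactive = change above -40%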; also: % is scaled to controls: 0 for no effect and ±100 for the full control effect
D1 antagonist: Antagonist of Human D 1 Dopamine Receptor: qHTS; HEK293 TREx D1 cells, calcium flux, dopamine EC80; hits give low values; actives 3.2% (n = 360,000); AID 504652, 2011; activity change, negative = inhibition, % at 10 µM; in the data active = activity change below about -30%; also: % is scaled to controls: 0 for no effect and ±100 for the full control effect
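Cells carrying a force-coupled, tetracycline-inducible human D1 receptor report calcium flux. Each well gets a 10 s baseline, compound with 180 s monitoring, then an EC80 dopamine stimulus with a second 180 s kinetic read.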
D2 agonist: HTS Assay for Allosteric Agonists of the Human D2 Dopamine Receptor: Primary Screen for Agonists; D(2) dopamine receptor (Homo sapiens), P14416; HEK293 T-REx D2 cells, calcium flux agonist mode; activation, % at 2 µM; actives 0.53% (n = 340,000); AID 485358, 2010;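 active = activation over 3 SD above normal in the single-dose calcium agonist read, cut at about 30% in these data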; also: 0% is about no effect
Target sequence (P14416 whole entry, looked up): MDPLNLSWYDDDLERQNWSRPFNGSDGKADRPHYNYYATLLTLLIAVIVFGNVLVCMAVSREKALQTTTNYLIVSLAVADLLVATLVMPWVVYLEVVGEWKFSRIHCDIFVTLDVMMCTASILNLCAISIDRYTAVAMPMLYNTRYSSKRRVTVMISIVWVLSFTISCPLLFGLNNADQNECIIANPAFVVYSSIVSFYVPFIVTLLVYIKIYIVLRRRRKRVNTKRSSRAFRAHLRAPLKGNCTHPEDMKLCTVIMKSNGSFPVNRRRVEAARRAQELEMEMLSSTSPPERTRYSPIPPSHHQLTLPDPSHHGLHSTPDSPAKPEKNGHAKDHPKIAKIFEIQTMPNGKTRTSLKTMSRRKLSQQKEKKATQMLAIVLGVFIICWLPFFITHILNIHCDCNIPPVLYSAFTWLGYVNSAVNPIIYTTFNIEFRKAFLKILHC
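HEK293 Trex D2 cells, tetracycline-induced, o/n 30 C 5% CO2; no-wash Ca dye, RT 30–90 min; 10-cycle baseline, 23 nl cpd added, kinetic Ca read 180 s; agonist hits = positive Ca response.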
D2 PAM: HTS Assay for Positive Allosteric Modulators of the Human D2 Dopamine Receptor: Primary Screen for Potentiators; actives 0.34% (n = 340,000); AID 485347, 2010; potentiation, % at 10 µM; D(2) dopamine receptor (Homo sapiens), P14416; HEK293 T-REx D2, calcium flux, EC20 dopamine potentiation;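 active = potentiation over 3 SD above the plate norm, cut at about 30% in these data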; also: 0% is about no effect
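Calcium flux readout, no-wash dye, 1 read/s. Inducible HEK293 Trex D2 line, overnight 30 C. Compound alone 180 s (agonist flags), then EC20 dopamine, another 180 s to score potentiation.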
D2 antag: HTS Assay for Allosteric Antagonists of the Human D2 Dopamine Receptor: Primary Screen for Antagonists; HEK293 TREx D2 cells, calcium flux, dopamine EC80; inhibition, % at 10 µM; actives 2% (n = 340,000); AID 485344, 2010; in the data active = inhibition above about 30%; also: 0% is about no effect
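Compounds are added to dye-loaded, induced HEK293 T-REx cells coupled to calcium release via D2; after a 3 min kinetic read an EC80 dopamine stimulus is given and fluorescence is recorded for 3 more min.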
TRHR enhancer: qHTS for Small Molecule Agonists and Allosteric Enhancers of Human TRH Receptor: Primary Screen for Enhancers | Thyrotropin-releasing hormone receptor (Homo sapiens), P34981 | TRHR cells, fluo-8 calcium fluorescence, EC20 TRH enhancement | enhancement, % at 2 µM | actives 0.66% (n = 360,000) | AID 493056, 2011; in the data active = enhancement above about 30%; also: 0% is about no effect
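Enhancer read-out: after compound pinning and an initial kinetic agonist-mode read, an EC20 of TRH (10 nM final) was injected and fluo-8 calcium signal (Ex 480/Em 530) followed at 1 s/cycle for 100 cycles in TRHR-expressing cells.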
Numbers without * were called inactive; u = inconclusive; x = no result given; & = joins results of further samples. Rule as the data show it, unless noted: active = activation above about 30%; inactive = the rest.

SMILES	TRHR agonist	D1 ag	D1 PAM	RXFP1 antagonist	D1 antagonist	D2 agonist	D2 PAM	D2 antag	TRHR enhancer
COc1ccc(/C=N/N(C)C2=NCCN2)c(OC)c1OC	0.1	6	1	18	-4	-1.6	-3	-62	-4
CC1Cc2nc(SCC(=O)Nc3ccc(F)cc3)n(C)c(=O)c2S1 (stereo unspecified)	-0.4	9	-1	x	-4	0.8	-7	-2	-1
Cc1ccn2c(=O)c(C(=O)NCCC3=CCCCC3)c(O)nc2c1	-0.2	2	4	4	2	0.1	16	3	-2
Cc1c(N2C(=O)/C(=C\C3CC=CCC3)SC2=S)c(=O)n(-c2ccccc2)n1C (stereo unspecified)	0.3	1	1	-25	12	0.0	-6	3	-7
COc1ccc(Cn2c(C3CC3)nc3ccc(NC(C)=O)cc3c2=O)cc1	-1.1	1	-5	-11	2	-1.6	2	4	0
CCC1=Nc2cc(C(=O)NCc3cccnc3)ccc2Sc2ccc(C)cc21	0.1	3	-19	-6	-76*	1.4	3	2	4
O=C(O)CSc1nc(SCc2ccccc2Cl)nc2c1CCCC2	-0.2	1	1	5	4	-0.8	3	-14	6
COc1ccc(N2CCN(C(=O)CN(C3CCCCC3)S(C)(=O)=O)CC2)cc1	0.4	-1	0	-1	-13	0.3	0	16	-7
CC1=NNC(=O)C1CC(=O)N/N=C(\C)c1cccs1 (stereo unspecified)	0.4	2	-3	4	6	0.1	-5	10	8
CCCOc1cccc(C(=O)N(Cc2cccs2)C2CCS(=O)(=O)C2)c1 (stereo unspecified)	-0.3	2	-10	4	-18	x	x	x	-3
CN1CCN(c2ccc(S(=O)(=O)N3CCCCC3)cn2)CC1	0.3	1	0	-5	-24	0.7	6	-6	-6
CC1(C)Cc2nc3sc(C(=O)NCCCO)c(N)c3cc2CO1	-0.2	2	-8	2	9	11	-1	2	-5
O=C(Nc1ccc(-c2nc3cc(Cl)ccc3c(=O)o2)cc1)c1ccco1	-0.4	1	-9	-66*	-32*	-1.1	3	-4	8
CCOC(=O)CNC(=O)CSc1nc(N)cc(N)n1	0.4	6	1	4	0	1.5	28	-3	1
O=C(CN1C(=O)CCOc2ccccc21)Nc1ccc(Cl)c(S(=O)(=O)N2CCOCC2)c1	-0.5	1	2	-3	10	-0.4	1	-9	2
Oc1ccccc1OCc1nc2ccccc2s1	-0.7	-1	-6	1	-31*	0.5	-10	-13	-8
O=C(CNC(=O)c1cccc(N2C(=O)c3ccccc3C2=O)c1)Nc1ccc(F)c(F)c1	0.3	6	-2	-5	13	0.2	1	-11	10
O=C(N/N=C/c1cc2c(cc1Br)OCO2)c1cccnc1	1.7	1	-6	3	-7	-0.1	-9	16	-4
CCOC(=O)Cc1csc(NC(=O)NC2(C(F)(F)F)Oc3ccccc3O2)n1	0.5	10	-7	10	-8	-1.4	9	8	0
O=C(NCc1ccccc1Cl)c1cccc(NC2=NC3CS(=O)(=O)CC3S2)c1 (stereo unspecified)	-0.2	5	-7	-4	12	0.2	-12	17	-2
Cc1ccccc1Cn1nc(C)c(NC(=O)c2noc3c2CCc2ccccc2-3)c1C	0.5	4	-8	x	19	-1.2	-6	26	2
O=C(Nc1c2c(nn1-c1ccc(F)cc1)CS(=O)(=O)C2)C1CCCC1	0.5	0	4	3	-17	0.7	-7	-2	4
CC(CCc1ccccc1)NC(=O)c1ccc(F)cc1 (stereo unspecified)	-0.7	-2	-9	2	23	0.9	16	-3	-3
COc1ccc(-n2nnnc2SCC(=O)NNC(=O)c2ccc([N+](=O)[O-])cc2)cc1	-0.3	2	0	4	3	0.6	-4	6	-4
CN(C)c1oc(/C=C/c2ccc(F)cc2)nc1C#N	-1.6	-1	0	-3	-17	-1.1	-7	x	-5
CCCCCCC(=O)N(O)C1CC(=O)N(c2ccc(Cl)cc2)C1=O (stereo unspecified)	-1.2	2	-3	-10	-30	1.0	0	-13	0
Cc1ccc(CN(c2ccc(C(=O)N3CCCC3)cc2)S(C)(=O)=O)cc1	0.1	3	1	-13	5	1.0	5	-6	1
Cc1cc(=O)n2c(C(=O)Nc3ccc(Br)cc3)c(C(=O)Nc3ccccc3)sc2n1	0.4	2	-1	-10	-1	0.7	2	x	7
O=C(CCCOc1ccc(Cl)cc1Cl)Nc1ccc(O)cc1C(=O)O	0.1	2	0	-25	-8	-2.1	1	2	-1
O=C(Nc1nc2ccc(S(=O)(=O)N3CCCC3)cc2s1)C1CCCCC1	-1.5	8	0	-8	-5	-1.6	-6	-7	-2

8 entries out of the list, ordered by number of heavy atoms, ascending:
SMILES	TRHR agonist	D1 ag	D1 PAM	RXFP1 antagonist	D1 antagonist	D2 agonist	D2 PAM	D2 antag	TRHR enhancer
CN(C)c1oc(/C=C/c2ccc(F)cc2)nc1C#N	-1.6	-1	0	-3	-17	-1.1	-7	x	-5
CC(CCc1ccccc1)NC(=O)c1ccc(F)cc1 (stereo unspecified)	-0.7	-2	-9	2	23	0.9	16	-3	-3
CC1(C)Cc2nc3sc(C(=O)NCCCO)c(N)c3cc2CO1	-0.2	2	-8	2	9	11	-1	2	-5
O=C(O)CSc1nc(SCc2ccccc2Cl)nc2c1CCCC2	-0.2	1	1	5	4	-0.8	3	-14	6
O=C(Nc1ccc(-c2nc3cc(Cl)ccc3c(=O)o2)cc1)c1ccco1	-0.4	1	-9	-66*	-32*	-1.1	3	-4	8
O=C(NCc1ccccc1Cl)c1cccc(NC2=NC3CS(=O)(=O)CC3S2)c1 (stereo unspecified)	-0.2	5	-7	-4	12	0.2	-12	17	-2
COc1ccc(-n2nnnc2SCC(=O)NNC(=O)c2ccc([N+](=O)[O-])cc2)cc1	-0.3	2	0	4	3	0.6	-4	6	-4
O=C(CNC(=O)c1cccc(N2C(=O)c3ccccc3C2=O)c1)Nc1ccc(F)c(F)c1	0.3	6	-2	-5	13	0.2	1	-11	10

Remaining list, next part:
SMILES	TRHR agonist	D1 ag	D1 PAM	RXFP1 antagonist	D1 antagonist	D2 agonist	D2 PAM	D2 antag	TRHR enhancer
COC(=O)CSC1=C(C#N)C(c2ccc(C)o2)CC(=O)N1 (stereo unspecified)	-0.8	0	2	0	-3	-0.2	-1	-3	1
CCOC(=O)c1[nH]cnc1C(=O)Nc1ccc(F)cc1	-0.1&-1.2	0&-1	-7&-3	-16&-11	-8&5	0.5&0.0	0&0	-12	18&8
O=C(CSc1n[nH]c(-c2ccco2)n1)Nc1ccc(Br)cc1	0.3	5	-10	-8	8	-0.2	10	6	-3
CCC(OC(=O)c1cccs1)C(=O)NCc1ccc2c(c1)OCO2 (stereo unspecified)	0.3	1	-4	8	-19	-1.0	-10	23	-7
COc1ccc(Cc2nc3ccc(C(=O)N(C)CCn4ccnc4)cc3o2)cc1OC	-2.6	8	-3	3	3	8.1	26	-45	41*
O=C(COc1cc(F)ccc1[N+](=O)[O-])Nc1cccc(S(=O)(=O)NC2=NCCC2)c1	-0.1	14	x	-4	0	0.7	10	-30	0
Cc1cc(NC(=O)Cn2c(=O)oc3cc(S(=O)(=O)N4CCCC4)ccc32)ccc1Br	1.0	4	-1	u	13	0.1	-5	x	-7
COc1ccccc1NC(=O)c1ccc2c(c1)N(CC(=O)NC(C)C)C(=O)C(C)(C)O2	0.0	1	2	-3	0	0.7	-2	-6	2
N#CCSc1nc(-c2ccccc2)c2cc(Cl)ccc2n1	-1.2	3	-6	11	-14	-1.1	0	-8	-2
COc1cccc(CSc2nnnn2-c2ccc(O)cc2)c1	0.1	4	5	7	-14	0.7	8	3	-6
N#Cc1cnn2cc(CCN3CCOCC3)c(-c3ccc(F)cc3)nc12	0.3	3	-1	-4	20	-1.6	2	-1	-7
CCOC(=O)c1ccc(N2C(=O)C(CC(=O)NC)N(CCc3ccc(OC)c(OC)c3)C2=S)cc1 (stereo unspecified)	1.7	3	1	-20	-29	x	x	x	-6
O=C(CNC(c1ccccc1)c1ccccc1)Nc1ccc(F)cc1	-0.1	9	-1	-11	-17	-1.6	19	-5	-7
CCc1cc(C(c2cccc(OC)c2)N2CCOCC2)c(NC(=O)c2ccccc2)s1 (stereo unspecified)	0.1	2	-2	6	3	-0.1	-7	-1	-5
CCN(C(=O)Cn1nc(Cc2cccnc2)c2ccccc2c1=O)c1cc(C)ccc1C	0.4	0	2	4	-2	0.1	5	x	-5
COc1ccc(CCN2CC(C(=O)NCCc3cnn(C)c3)CCC2=O)cc1 (stereo unspecified)	0.2	4	-6	7	-5	0.1	-8	-3	-7
O=C(CCCc1ccccc1)N1CCN(c2ccc([N+](=O)[O-])cc2)CC1	0.1	8	-6	-19	0	-0.1	-7	4	4
c1ccc2c(c1)OCC(c1nn3cnnc3s1)O2 (stereo unspecified)	0.3	4	-4	-4	5	-0.5	-3	-12	-1
COc1ccc(Cl)cc1NC(=O)C/C(C)=N/NC(=O)CC#N	-0.1	1	1	4	-9	-0.3	-3	5	-2
COc1ccc(NC(=O)c2ccco2)cc1NC(=O)c1ccccc1[N+](=O)[O-]	-0.4&0.3	0&-1	-9&-2	0&6	-10&12	-0.4	2&-13	-18	-3&0
COc1cc(NC(=O)C2CCN(S(=O)(=O)c3ccc4c(c3)CC(C)N4C(C)=O)CC2)cc(OC)c1OC (stereo unspecified)	-0.2	1	0	3	-2	0.0	0	9	-4
CCOC(=O)c1c(C)[nH]c(C)c1S(=O)(=O)NCC(=O)Nc1cc(C)ccc1OC	-0.5	4	-2	x	-7	-0.5	8	x	-4
CCc1cccc(C)c1NC(=O)CN1C(=O)C2(SCC(=O)N2c2cccc(F)c2)c2ccccc21 (stereo unspecified)	-1.1	4	1	x	7	0.0	x	x	14
O=S(=O)(Nc1cc(S(=O)(=O)N2CCOCC2)ccc1N1CCOCC1)c1ccc2c(c1)OCCO2	-0.5	4	11	4	-4	-4.1	12	3	2
C[C@@H](C(=O)N[C@@H](Cc1ccccc1)C(=O)O)n1nnc2ccccc2c1=O	0.4	0	1	-1	7	0.6	-2	-28	1
COc1ccccc1N(Cc1cc2cccc(C)c2[nH]c1=O)C(=O)c1cccc(Cl)c1	-1.4	9	2	1	7	-1.2	20	x	11
COc1ccc(N=C2C(=O)N3c4c(cccc42)C(C)=CC3(C)C)cc1	4.6	3	-4	4	4	0.1	-11	-8	-1
